Screening data (PubChem BioAssay)
Hck-Nef inh = human Hck-Nef kinase inhibition; P08631; Recombinant Hck-YEEI plus Nef, Z-Lyte FRET kinase assay; inhibition, % at 20 µM; 0.68% of 220,000 active; AID 463187;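 active = Hck-Nef kinase inhibition above about 50%, limit read from the data; inactive = inhibition below that limit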;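 note: 0% = DMSO with Hck plus Nef and 100% = Hck alone without Nef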
Thrombin inh = inhibitors of human thrombin | P00734 | alpha-thrombin, Boc-VPR-AMC fluorogenic substrate cleavage | inhibition, % at 5 µM | 0.26% of 220,000 active;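 active = inhibition at or above 40%; inactive = inhibition below 40%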;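 note: 0% = enzyme with no compound and 100% = wells without enzyme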
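System: human alpha-thrombin protein; Compound dosing: one concentration per compound, 5 µM, with 0.2% DMSO; Timing: reaction at room temperature; Technique: AMC fluorescence, 355/460 nm; Controls: enzyme without compound as high, wells lacking enzyme as low.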
FXIa inh = inhibitors of human coagulation factor XIa; P03951; purified FXIa, Boc-Glu-Ala-Arg-AMC fluorogenic substrate; inhibition, % at 5 µM; 0.14% of 220,000 active;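 active = inhibition of at least 40%; inactive = inhibition below 40%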;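 note: fluorescence of freed AMC excited at 355 nm; 0% = enzyme without compound and 100% = no enzyme blank; many of its hits are not listed in these tables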
zVAD death inh = L929 zVAD cell death inhibition; L929 zVAD necroptosis rescue, ATP luminescence, 24 h; with zVAD 60 µM; viability rescue, % at 10 µM; 0.38% of 220,000 active; AID 1377;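 active = activation, scaled between plate controls, above about 75%, limit read from the data; inactive = activation under that limit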;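 note: 0% = zVAD with DMSO and 100% = DMSO alone without zVAD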
TNF death inh = blocks TNF-alpha induced death of Jurkat FADD-/- cells. Jurkat FADD-/- TNF necroptosis rescue, ATP luminescence, 24 h; 0 = TNF only, 100 = no-TNF cells. activation (protection from cell death), % at 10 µM. 0.068% of 220,000 active. AID 463075;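 active = activation, meaning protection from cell death, of at least 50% relative to plate controls; inactive = activation below 50%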;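 note: necroptosis triggered by 40 ng/mL TNF-alpha added together with compound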
Rad51 HR inh = Rad51 (human) homologous recombination inhibition | Q06609 | hRad51 DNA strand exchange, fluorescence dequenching | inhibition, % at 10 µM | 0.085% of 200,000 active;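 active = inhibition above 40% at the single screening dose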;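 note: 0% = DMSO control wells and 100% = blanks with heterologous ssDNA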
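Test system: preformed human Rad51 ssDNA filaments; also added: Donor/quencher-labelled 47-bp dsDNA substrate; doses: 10 µM final, single point; times: 37 °C 15-min filament assembly, 30-min compound preincubation, 15-min exchange; detection: FRET fluorescence dequenching, excitation 485 nm, emission 520 nm; read-out basis: Fluorescence-based percent inhibition, control- and blank-normalised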
Cl transport mod = modulates chloride dependent transport by human KCC2 | 2.2% of 190,000 active | B-score of Tl+ flux slope (higher = more flux/activation; lower = inhibition) at 10 µM | KCC2 cells, thallium flux FluoZin-2 fluorescence | Q9H2X9;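 active = thallium flux slope and its plate-corrected score both differing from the plate sample mean at a set confidence after two filtering rounds, in either direction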;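 note: slope of fluorescence scaled to starting intensity during 10 to 20 s after thallium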
Target sequence (Q9H2X9 whole entry, looked up): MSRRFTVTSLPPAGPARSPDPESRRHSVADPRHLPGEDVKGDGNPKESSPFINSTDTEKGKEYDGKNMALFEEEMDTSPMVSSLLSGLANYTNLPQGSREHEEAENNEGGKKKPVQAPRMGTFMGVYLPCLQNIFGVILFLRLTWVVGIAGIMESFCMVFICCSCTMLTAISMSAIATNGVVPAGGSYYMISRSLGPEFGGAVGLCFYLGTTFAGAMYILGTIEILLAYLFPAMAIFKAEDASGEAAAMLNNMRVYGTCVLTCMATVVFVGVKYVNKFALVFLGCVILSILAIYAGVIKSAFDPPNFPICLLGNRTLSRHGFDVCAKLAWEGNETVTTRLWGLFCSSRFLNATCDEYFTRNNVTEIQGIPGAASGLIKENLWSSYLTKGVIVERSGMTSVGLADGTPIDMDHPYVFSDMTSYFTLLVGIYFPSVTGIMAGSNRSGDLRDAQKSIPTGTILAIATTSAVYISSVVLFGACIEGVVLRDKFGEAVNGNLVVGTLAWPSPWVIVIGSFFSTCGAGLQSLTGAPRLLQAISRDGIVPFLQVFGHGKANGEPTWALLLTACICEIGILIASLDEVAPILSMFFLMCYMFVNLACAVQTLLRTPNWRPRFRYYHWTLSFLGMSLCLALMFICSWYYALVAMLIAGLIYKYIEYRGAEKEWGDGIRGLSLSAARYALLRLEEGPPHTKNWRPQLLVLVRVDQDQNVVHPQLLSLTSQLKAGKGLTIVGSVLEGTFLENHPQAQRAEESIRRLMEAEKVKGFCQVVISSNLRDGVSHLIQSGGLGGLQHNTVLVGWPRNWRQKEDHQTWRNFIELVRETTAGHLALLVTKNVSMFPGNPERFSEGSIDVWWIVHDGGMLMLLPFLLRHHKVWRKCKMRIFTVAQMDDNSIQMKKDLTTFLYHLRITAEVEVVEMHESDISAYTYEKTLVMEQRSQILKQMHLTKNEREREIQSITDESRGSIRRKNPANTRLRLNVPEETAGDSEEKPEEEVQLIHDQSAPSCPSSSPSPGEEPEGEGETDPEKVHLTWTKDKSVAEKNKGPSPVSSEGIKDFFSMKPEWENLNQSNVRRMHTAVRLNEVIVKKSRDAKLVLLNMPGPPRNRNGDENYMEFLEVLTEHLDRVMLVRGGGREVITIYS
FXIIa inh 1536 = factor XIIa (human) inhibition | P00748 | purified FXIIa, Boc-QGR-AMC fluorogenic substrate, 2 h | inhibition, % at 5 µM | 0.3% of 220,000 active | AID 800; in the data active = inhibition above about 40%;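 note: 0% = enzyme with no compound and 100% = blank without enzyme; many of its hits are not listed in these tables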
KLK5 inh = kallikrein 5 (human) inhibition. Q9Y337. recombinant hK5, fluorogenic AMC substrate cleavage. inhibition, % at 5 µM. 0.59% of 210,000 active. AID 873;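 active = inhibition of 40% or more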;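 note: 0% = enzyme controls without compound and 100% = no-enzyme blanks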
The depositor's hits bear a star; · = not tested or not shown.

Results follow in this order: Hck-Nef inh | Thrombin inh | FXIa inh | zVAD death inh | TNF death inh | Rad51 HR inh | Cl transport mod | FXIIa inh 1536 | KLK5 inh
O=C(CN1C(=O)c2ccccc2C1=O)N1CCCCC1
    0 | -8 | -7 | -0.1 | -2.4 | -6 | 1.6 | -8 | 1
COc1cc(/C=C/C(=O)NCc2ccccn2)cc(OC)c1OC
    5 | -4 | 0 | 0.9 | -0.1 | -2 | 0.9 | 10 | -13
O=S(=O)(c1cccc(C(F)(F)F)c1)N1CCN(C(=S)NC2CC2)CC1
    -1 | 1 | -6 | 1.3 | 2.3 | -2 | 0.35 | -2 | -10
COc1ccc(-c2cc(C(F)F)n3ncc(C(=O)Nc4ccc(C(=O)N5CCOCC5)cc4)c3n2)cc1
    23 | -8 | 1 | 2.4 | -0.9 | · | -1.7 | 8 | 1
O=C1c2ccccc2C(=O)C1c1ccnc2ccccc12
    10 | 1 | 9 | 66 | 1.4 | -1 | -0.63 | 11 | -3
O=c1cc(C(F)(F)F)oc2c1ccc1ccccc12
    5 | 2 | 6 | -1.5 | -2.0 | -5 | -1.2 | 19 | -3
Cc1ccc(OCCCC(=O)Nc2ccc(S(=O)(=O)Nc3cc(C)on3)cc2)cc1
    1 | -3 | 3 | 1.1 | -0.4 | -5 | 0.024 | 12 | 1
CCOC(=O)c1[nH]cnc1C(=O)Nc1ccncc1
    0 | -9 | -8 | -0.8 | -3.8 | -5 | 1.1 | -6 | -12
CC(CC(=O)Nc1ccc(F)c([N+](=O)[O-])c1)c1ccccc1 (stereo not drawn)
    5 | -7 | 2 | 0.0 | 1.3 | -1 | 0.064 | -1 | -13
CCOC(=O)Cn1c(=O)oc2cc(S(=O)(=O)NC3CCCc4ccccc43)ccc21 (stereo not drawn)
    0 | 0 | 19 | 0.6 | -2.3 | -2 | -0.16 | 12 | 4
CCOc1ccc(-c2nc(CSc3nnc(N)s3)cs2)cc1OC
    -20 | 0 | 2 | -0.8 | -4.9 | 8 | · | 8 | -17
Cc1ccccc1C(=O)Nc1ccnc(-c2ccncc2)n1
    24 | -8 | 0 | 4.2 | -0.2 | -9 | -0.07 | 7 | 0
Cc1ccc(C2CC(c3ccc(Cl)cc3)=NNC2=O)cc1 (stereo not drawn)
    1 | -3 | -1 | 0.3 | 0.3 | 7 | · | 6 | -14
CCCCCCn1c(N2CCN(c3ccccc3)CC2)nc2c1c(=O)n(C)c(=O)n2C
    7 | 2 | 2 | 0.6 | -2.9 | -10 | · | 2 | -2
Cc1ccc(-c2cn(-c3ccccc3)c(SCC(=O)NC3CCS(=O)(=O)C3)n2)cc1C (stereo not drawn)
    7 | -11 | 3 | 0.1 | 1.0 | 18 | 12* | 4 | -16

Next entries follow:
Results follow in this order: Hck-Nef inh | Thrombin inh | FXIa inh | zVAD death inh | TNF death inh | Rad51 HR inh | Cl transport mod | FXIIa inh 1536 | KLK5 inh
CN1C(=O)CC2(CC(=O)N(Cc3ccccc3)C2)C1=O (stereo not drawn)
    -7 | -2 | 2 | -0.5 | -0.1 | 11 | 0.31 | 5 | 1
O=C(NC1=NCCS1)c1sc2ccccc2c1Cl
    2 | 2 | 6 | 0.6 | -3.1 | -2 | 0.09 | 14 | 7
CS(=O)(=O)N1CCN(C(=O)c2ccccc2)C1
    1 | 1 | 1 | 0.1 | -1.0 | 2 | · | -3 | -13
Cc1cc[n+](-c2ccccc2)c2ccccc12
    -34 | -8 | 10 | 0.5 | -3.5 | -3 | 0.04 | 8 | 1
Cn1cc([N+](=O)[O-])c(C(=O)Nc2ccc(-c3nc4ccccc4[nH]3)cc2)n1
    -1 | -10 | -6 | 51 | 4.0 | 7 | -1.5 | -3 | 24
COc1ccc(Nc2ccc(Cl)cc2)c(C(=O)O)c1
    7 | -11 | -3 | 1.9 | 0.9 | 3 | 0.15 | 4 | -17
CCOC(=O)N1CCN(C(=O)CSCC(=O)Nc2nc(-c3cccs3)cs2)CC1
    7 | 4 | 6 | 0.2 | -2.6 | -1 | -1.2 | 14 | -2
CSc1nc2nc(C)c(C/C=C/c3ccccc3)c(=O)n2[nH]1
    5 | 3 | -4 | 2.5 | 0.8 | 1 | -0.22 | 6 | -6
Cn1c(NC(=O)c2ccccc2F)cc(=O)n(C)c1=O
    6 | -5 | 1 | -0.3 | 0.0 | 0 | 1 | 6 | -4
CCOCCc1nnc(NC(=O)Cc2ccc(Br)cc2)s1
    -2 | 1 | 0 | -0.3 | 1.1 | -3 | · | 5 | 4
COc1ccc(OC)c(C2=NOC(C(=O)Nc3cc(C)on3)C2)c1 (stereo not drawn)
    -8 | -19 | -2 | 1.3 | 0.7 | · | 0.009 | -1 | -2
Cc1ccc(C(=O)COC(=O)CCc2ccc(S(=O)(=O)N3CCCCC3)cc2)cc1
    3 | 12 | -6 | 0.6 | 0.1 | -16 | 0.18 | 1 | -5
COc1ccc(N2CCN(C(c3ccccc3OC)c3nnnn3C3CCCC3)CC2)cc1 (stereo not drawn)
    -10 | -2 | 4 | -1.4 | 1.6 | -2 | -1.9 | 13 | 3
CC(=O)N1CCN(S(=O)(=O)c2cccc(C(=O)NC3CCCc4ccccc43)c2)CC1 (stereo not drawn)
    0 | -7 | -2 | 0.3 | -0.9 | 0 | -0.69 | -1 | -11
Cc1cnc(NC(=O)COc2ccccc2)s1
    0 | 0 | -4 | 0.6 | 17 | 2 | 1.1 | 7 | -24

The results go on.
Results follow in this order: Hck-Nef inh | Thrombin inh | FXIa inh | zVAD death inh | TNF death inh | Rad51 HR inh | Cl transport mod | FXIIa inh 1536 | KLK5 inh
O=C(c1ccc2c(c1)OCCO2)N1CCCCC1
    0 | -8 | -16 | -0.2 | -0.5 | -5 | 0.46 | -13 | -18
Cc1ccc(N(C(=O)Cn2nnc3ccccc32)C(C(=O)NC2CCCCC2)c2cn(C)nc2C)cc1 (stereo not drawn)
    1 | 4 | 2 | -0.3 | -0.2 | -5 | -0.042 | -3 | -12
Cn1nnnc1Sc1ccc(C(=O)O)cc1[N+](=O)[O-]
    18 | -4 | 4 | 0.6 | 1.1 | · | 0.78 | 9 | 5
Cc1ccccc1NC(=O)c1ccc(NS(=O)(=O)c2cc(C(C)(C)C)cc(C)c2C)cc1
    -1 | -14 | -8 | 2.4 | 1.5 | -4 | 0.056 | 2 | -6
COc1ccc(NS(=O)(=O)c2ccc(Oc3ncccn3)cc2)cc1
    -1 | -1 | -11 | 0.6 | -1.2 | 8 | 0.42 | -11 | 6
C=CCNC(=O)C1COc2ccccc2O1 (stereo not drawn)
    -1 | -5 | -2 | 0.1 | 2.9 | -6 | 0.57 | 5 | -5
CCn1c(=S)ccc2ccc(OC)cc21
    6 | -3 | 4 | -0.4 | -4.9 | 10 | -0.034 | 8 | -16
CC(=O)C(/C=N/c1cc(-c2ccc(C)cc2)nn1-c1ccccc1)=C(\C)O
    2 | -7 | 2 | 1.5 | 3.8 | 2 | -0.02 | 6 | -22
NC1=CC(=O)c2cccc3cccc1c23
    -4 | · | · | 0.5 | -2.7 | -28 | · | · | ·
CCC(C)[C@H](N)c1cn([C@@H](Cc2ccc(O)cc2)C(=O)N2CCNCC2)nn1 (stereo partly drawn)
    -4 | 4 | 2 | 0.0 | 0.3 | 5 | 0.4 | 8 | 4
O=C(Cc1ncc(C(F)(F)F)cc1Cl)NCCc1ccccc1
    36 | 0 | 2 | 4.6 | 0.4 | -9 | -1.3 | 9 | 3
COc1ccc2[nH]c(=O)c(-c3noc(-c4ccc(F)cc4)n3)cc2c1
    14 | 3 | 4 | 1.6 | 0.0 | 2 | 0.092 | 21 | -9
CS(=O)(=O)N(CCc1ccccc1)CC(=O)NCC1CCCO1 (stereo not drawn)
    1 | -2 | -9 | 0.1 | -1.0 | 1 | 0.97 | 6 | 6
CC(C)C(NC(=O)OCc1ccccc1)C(=O)NCc1ccc(C(=O)O)cc1 (stereo not drawn)
    3 | -7 | 1 | 0.4 | 1.3 | -5 | 1.7 | 5 | -17
Cc1cccc(NC(=O)/C(C#N)=C\c2cc(C)n(-c3ccc(C(=O)O)cc3)c2C)c1
    26 | 6 | 1 | -0.5 | 0.9 | 24 | -0.85 | 10 | -2

More structures.
Results follow in this order: Hck-Nef inh | Thrombin inh | FXIa inh | zVAD death inh | TNF death inh | Rad51 HR inh | Cl transport mod | FXIIa inh 1536 | KLK5 inh
Cc1ccc2c(Cl)cc(Cl)c(OCC(=O)NC(=O)NCc3ccco3)c2n1
    1 | -9 | 16 | 0.2 | -5.2 | -3 | 1.3 | 8 | -17
CC1(C(=O)OCC(=O)N2c3ccccc3Sc3ccccc32)CC1(Cl)Cl (stereo not drawn)
    0 | 21 | 19 | 0.8 | 0.0 | 1 | -0.88 | 19 | 21
COCCN1C(=O)c2oc3ccccc3c(=O)c2C1c1cccc(O)c1 (stereo not drawn)
    1 | -5 | -2 | 0.3 | 1.5 | -4 | -0.016 | 4 | 0
COc1ccc(C(=O)O/N=C2\CCCc3nonc32)cc1
    3 | -6 | 5 | 0.8 | 1.6 | 7 | 0.9 | 1 | -23
COCC(C)n1c(C)cc(C(=O)CN2C(=O)NC3(CCCCC3C)C2=O)c1C (stereo not drawn)
    1 | 4 | -3 | -0.1 | -4.1 | 4 | · | 1 | -14
O=C(c1cc2ccc([N+](=O)[O-])cc2oc1=O)N1CCOCC1
    11 | -2 | 1 | -0.5 | -0.1 | · | 0.21 | 13 | 12
CCOc1cc(/C=N/O)cc(Br)c1OCC
    18 | -2 | 25 | -0.5 | -1.2 | -3 | -0.6 | 11 | -5
Nc1nc(-c2cccs2)c(CC(=O)O)s1
    24 | 8 | 1 | 0.9 | -0.5 | 2 | 0.88 | 3 | -2
O=C(Nc1cccnc1)c1cc(-c2ccccc2)on1
    10 | -3 | 4 | 0.5 | -4.7 | 5 | -0.72 | 15 | -10
CCN(CCCNC(=O)c1ccc(N2CCCC2=O)cc1)c1cccc(C)c1
    0 | -2 | -1 | -0.6 | -1.5 | -2 | · | 2 | -9
CCS(=O)(=O)N1CCC(C(=O)Nc2cc([N+](=O)[O-])ccc2C)CC1
    -6 | -1 | 5 | -0.3 | 0.0 | · | -0.4 | 12 | 1
CN(C(=O)Nc1ccc(C(C)(C)C)cc1)C1CCCCC1
    -8 | -4 | -8 | 1.6 | 3.7 | -2 | -0.011 | 2 | 11
COc1cccc(-c2nc(CS(=O)(=O)CC(=O)N3CCc4ccccc43)c(C)o2)c1
    2 | -7 | -4 | -0.6 | -2.9 | 6 | · | 2 | -6
O=C(CSc1ccccn1)Nc1nncs1
    3 | -1 | 17 | 0.1 | 6.0 | -1 | -1.4 | 21 | -8
CCOc1cc(/C=N/NC(=O)C(=O)N2CCCC2)ccc1O
    19 | -9 | -1 | -1.3 | 0.1 | 2 | -0.7 | 3 | 2

Some values from the results shown:
FXIIa inh 1536, COc1ccc(C(=O)O/N=C2\CCCc3nonc32)cc1 stands at 1
FXIa inh, CCN(CCCNC(=O)c1ccc(N2CCCC2=O)cc1)c1cccc(C)c1 stands at -1
Thrombin inh, CC1(C(=O)OCC(=O)N2c3ccccc3Sc3ccccc32)CC1(Cl)Cl (stereo not drawn) stands at 21

An excerpt, so the mix of outcomes need not match the whole.
